Bioassay records deposited in PubChem BioAssay by several laboratories.
RSV CPE inhibition: RSV antiviral activity via CPE protection, HEp-2 cells, primary 10 µM value included (AID 2391). HEp-2 cells, RSV-induced CPE inhibition; higher % means a stronger effect. CPE inhibition, % at 10 µM; hits with a dose series show IC50 in µM. hit rate 0.13% among 310,000; in the data active = a potency from the dose series; inconclusive = CPE inhibition mostly from about 23% at the one dose, without a potency; inactive = the rest, 99 in 100 with CPE inhibition below about 21%; also: strong numbers were not always called active
West Nile virus CPE: West Nile virus antiviral activity, cell-based, CPE readout (AID 1621) | West Nile virus-infected cells, CPE inhibition; higher % means a stronger effect | CPE inhibition, % at 10 µM, or IC50 in µM where a hit was titrated | hit rate 0.02% among 290,000; in the data active = a potency from the dose series; inconclusive = CPE inhibition mostly from about 3.7% at the one dose, without a potency; inactive = the rest, 99 in 100 with CPE inhibition below about 2.2%; also: strong numbers were not always called active
UTI89 phage lysis: protection from phage-mediated lysis, alamar blue read-out – E. coli UTI89, K1F phage, bacterial capsule biogenesis inhibitors (AID 488966) | inhibition, % at 100 µM, or IC50 in µM where a hit was titrated | hit rate 0.02% among 340,000 | E. coli UTI89 K1F phage lysis, alamar blue, 2 h; higher % means a stronger effect;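 active = phage lysis inhibition, versus mean bacterial control, above a set limit; inconclusive = no clear call, values can overlap the other calls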;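 also: capsule biogenesis inhibitors block K1F phage lysis so surviving cells raise fluorescence; higher fluorescence means more inhibition of phage lysis; actives were called in the ten point dose series up to 300 µM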
MgcRacGAP inhibition: MgcRacGAP GTPase-activating activity inhibitors, confirmation, biochemical, ADP Hunter fluorescence | MgcRacGAP-stimulated Rac1 GTP hydrolysis, ADP Hunter fluorescence; higher % means a stronger effect; GST-tagged Rac1 F28L mutant substrate | one-dose inhibition, % at 30 µM; IC50 in µM for titrated hits | hit rate 0.6% among 340,000;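 active = first-screen hits whose inhibition reached a set limit at any dose in the follow-up dose series; inconclusive = inhibition above the set first-screen limit but never retested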;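 also: fluorescence reports GDP produced by GAP-driven GTP hydrolysis; strong numbers were not always called active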
NS5 inhibitors: flavivirus cap methylation enzyme inhibition – biochemical, confirmation dose response, primary screen (AID 588689); hit rate 0.3% among 340,000; Dengue-2 NS5 methyltransferase capping enzyme assay, biochemical; higher % means a stronger effect; one-dose inhibition, % at 25 µM; IC50 in µM for titrated hits; in the data active = a potency from the dose series; inconclusive = inhibition above about 29% without an active follow-up result
SV40 large T antigen: SV40 large T antigen inhibitors, biochemical (AID 1903); hit rate 0.39% among 310,000; inhibition, % at 20 µM; hits with a dose series show IC50 in µM; SV40 large T antigen ATPase/helicase inhibition assay; higher % means a stronger effect; in the data active = a potency from the dose series; inconclusive = inhibition mostly from about 32% at the one dose, without a potency; inactive = the rest, 99 in 100 with inhibition below about 32%; also: strong numbers were not always called active
AID2073: disruptors of CaV2.2 binding to Mint1 – biochemical, HTRF (AID 2073); inhibition, % at 20 µM; hits with a dose series show IC50 in µM; hit rate 0.19% among 290,000; HTRF protein-protein interaction, Mint1-CaV2.2; higher % means a stronger effect; in the data active = inhibition mostly above about 51%, no sharp cut-off; inconclusive = no clear call, values can overlap the other calls; inactive = mostly below about 53%; also: some results filed as inactive read as strong as hits
Siah-1 displacement: Siah-1 peptide-binding antagonists, primary screen, biochemical, fluorescence polarization, rhodamine-plectin, uHTS (AID 1817); Siah-1 / rhodamine-plectin peptide fluorescence polarization; higher % means a stronger effect; displacement, % at 20 µM, or IC50 in µM where a hit was titrated; hit rate 0.02% among 290,000;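 active = displacement of at least 50% at 20 µM, with a fluorescence ratio check between 0.3 and a set limit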;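 also: plate controls were Siah plus tracer with DMSO for no effect and tracer alone without Siah for full effect; strong numbers were not always called active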
NTR1 ag: NTR1-driven beta-arrestin-GFP spot formation – imaging, U2OS cells, high content, primary screen (AID 493036); agonist mode; hit rate 0.17% among 330,000; P30989; activation, % at 20 µM;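 active = activation at or above 40% of the spot to cytoplasm intensity ratio, with at least 20 cells analyzed; inconclusive = wells under 20 cells, flagged as cytotoxic or low count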;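 also: 0% = DMSO without peptide and 100% = 100 nM NTR1 peptide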
Target sequence (P30989 whole entry, looked up): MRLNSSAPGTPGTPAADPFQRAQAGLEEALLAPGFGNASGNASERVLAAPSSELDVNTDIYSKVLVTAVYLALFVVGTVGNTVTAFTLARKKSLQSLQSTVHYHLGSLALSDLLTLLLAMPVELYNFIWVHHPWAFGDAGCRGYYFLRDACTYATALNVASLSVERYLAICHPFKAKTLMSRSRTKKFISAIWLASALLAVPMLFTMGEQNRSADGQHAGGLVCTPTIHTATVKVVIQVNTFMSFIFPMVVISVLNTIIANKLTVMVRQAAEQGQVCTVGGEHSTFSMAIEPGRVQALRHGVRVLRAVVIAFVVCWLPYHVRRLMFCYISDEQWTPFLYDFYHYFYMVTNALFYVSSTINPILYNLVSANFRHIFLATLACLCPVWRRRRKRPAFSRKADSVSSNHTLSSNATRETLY
NTR1 ag cell count 20 µM: further read-out of NTR1 ag, marked with its call; cell count; measured here: cell count, cytotoxicity flag
* marks the source's active call; other numbers are inactive results; ? = inconclusive; / = no result given; & = joins results of further samples; [ ] = another dose, or the depositor's remark.

canonical_smiles	RSV CPE inhibition	West Nile virus CPE	UTI89 phage lysis	MgcRacGAP inhibition	NS5 inhibitors	SV40 large T antigen	AID2073	Siah-1 displacement	NTR1 ag	NTR1 ag cell count 20 µM
O=C(NC12CC3CC(CC(C3)C1)C2)c1ccc([N+](=O)[O-])cc1	2.8%	-1.1%	0.6%	9%	0%	10%	9%	6%	0.6	70
CCOc1ccc2nc(NC(=O)C(CCSC)NS(=O)(=O)c3cccs3)sc2c1 (stereo not drawn)	2.5µM*	-0.2%	-0.2%[50 µM]	-4%	-8%	1%	-3%	-2%	4.0	59
N#CCc1cc2ccc3cccc4ccc(c1)c2c34	/	-0.1%	0.8%	10%	-8%	23%	8%	-2%	2.4	61
Cc1ccc(OCc2n[nH]c(=S)n2Cc2ccccc2)cc1	3.0%	-0.8%	0.5%	8%	-2%	15%	-9%	-2%	1.0	58
N#CC(C(=O)Nc1cccc(Cl)c1)=C1Nc2ccccc2N1	1.9%	0.1%	0.8%	12%	3%	1%	5%	4%	0.5	37
Cc1cccc(NC(=O)C2CC2c2ccccc2)c1C (stereo not drawn)	2.3%	-0.5%	0.9%	9%	-15%	0%	6%	0%	1.9	59
CCCCNC(=S)N1CCN(Cc2ccc3c(c2)OCO3)CC1	-0.2%	-0.9%	0.0%	21%	1%	2%	-12%	12%	0.2	36
O=C(NN=C1CCCCCCCCCCC1)c1cccc(S(=O)(=O)N2CCOCC2)c1	2.0%	0.1%	1.9%	3%	-3%	7%	-2%	-3%	-0.2	40

Following part:
canonical_smiles	RSV CPE inhibition	West Nile virus CPE	UTI89 phage lysis	MgcRacGAP inhibition	NS5 inhibitors	SV40 large T antigen	AID2073	Siah-1 displacement	NTR1 ag	NTR1 ag cell count 20 µM
O=C(Nc1ccc(Br)cc1Br)c1cccc2c1C(=O)N(C1CCCCC1)C2	19%	0.1%	0.1%	7%	-4%	14%	21%	4%	3.5	54
O=C1CCN(S(=O)(=O)c2ccc(Cl)cc2)N1	2.3%	0.0%	0.1%	-50%	-4%	-2%	-13%	7%	-0.1	90
COc1ccc(NC(=S)NC(=O)c2cccnc2)cc1	0.0%	0.1%	0.3%	10%	-1%	27%	4%	6%	-0.6	49
O=C(O)Cc1ccc(NS(=O)(=O)c2c(Cl)cccc2Cl)cc1	-0.2%	-0.1%	0.4%	6%	0%	22%	0%	1%	2.5	57
c1ccc(-c2nc[nH]c2-c2ccccc2)cc1	1.5%	0.0%&0.3%	-2.1%	2%	-6%	-4%	0%&0%	2%&-5%	1.6	55
Cc1nc2cc(NC(=O)COc3ccc(C#N)cc3)ccc2n1-c1ccccc1	5.7%	-0.4%	0.0%	6%	-6%	2%	-9%	-5%	-0.1	75
O=C1OC(CC(=O)N(Cc2nnc(-c3ccccc3Cl)o2)C2CC2)c2ccccc21 (stereo not drawn)	-0.1%	/	-0.2%	9%	-2%	/	/	/	-1.6	60
C#CCn1c(=NC(=O)c2sc3ccccc3c2Cl)sc2cc(S(N)(=O)=O)ccc21	-0.9%	0.3%	0.1%	-2%	4%	4%	?	-4%	/	/

The results go on.
canonical_smiles	RSV CPE inhibition	West Nile virus CPE	UTI89 phage lysis	MgcRacGAP inhibition	NS5 inhibitors	SV40 large T antigen	AID2073	Siah-1 displacement	NTR1 ag	NTR1 ag cell count 20 µM
Cc1ccc(-c2nn3c(C)nnc3s2)cc1NCc1c(F)cccc1Cl	5.8%	-1.0%	0.2%	-3%	2%	8%	10%	2%	16	58
CCC(C)(C)n1nnnc1C(c1ccc(OC)cc1)N1CCN(C(=O)c2ccco2)CC1 (stereo not drawn)	2.6%	?	0.5%	-2%	-10%	25%	9%	4%	0.5	53
CC(C)CC1C2C(=O)N(c3ccccc3)C(=O)C2ON1c1ccccc1 (stereo not drawn)	/	0.0%	0.7%	10%	-1%	5%	-14%	10%	1.7	56
O=C(NCCc1ccccc1)C1CCC(=O)N1CCc1ccccc1 (stereo not drawn)	1.4%	-0.2%	0.5%	5%	-7%	18%	4%	10%	0.0	88
O=C(CCn1c(=O)oc2ccccc21)Nc1nccs1	0.8%	-0.8%	2.0%	5%	-13%	9%	0%	3%	-0.5	84
O=C(COC(=O)c1ccc([N+](=O)[O-])cc1)Nc1ccc(Cl)cn1	1.6%	/	-0.2%	3%	-8%	15%	/	/	0.2	80
Cc1ccc(C(=O)Oc2cccc(NC(=O)c3cccs3)c2)cc1S(=O)(=O)N1CCOCC1	5.2%	-0.1%	0.3%	3%	-11%	2%	9%	-2%	2.3	49
COC(=O)Cc1c(C)c2ccc(OC3CCCCC3=O)c(C)c2oc1=O (stereo not drawn)	3.8%	-1.3%	0.2%	/	-7%	13%	9%	4%	-0.2	91

Remaining list, next part
canonical_smiles	RSV CPE inhibition	West Nile virus CPE	UTI89 phage lysis	MgcRacGAP inhibition	NS5 inhibitors	SV40 large T antigen	AID2073	Siah-1 displacement	NTR1 ag	NTR1 ag cell count 20 µM
Cc1noc2ncnc(N3CCN(c4cccc(Cl)c4)CC3)c12	0.8%	-0.9%	-0.2%	6%	1%	14%	1%	-2%	2.4	33
O=C(O)[C@H](Cc1ccccc1)NC(=O)N1CCN(c2ccc(F)cc2)CC1	1.3%	0.2%	0.3%	6%	-11%	12%	31%	-1%	-0.7	83
Cc1ccc(C(=O)Nc2ccccc2C(=O)NCc2ccco2)cc1S(=O)(=O)N1CCCCC1	5.9%	0.2%	1.3%	6%	-1%	5%	0%	-2%	5.1	74
CN(C(=O)COC(=O)C1CCN(S(=O)(=O)c2ccc3c(c2)OCCO3)CC1)c1ccccc1	1.4%	/	0.2%[50 µM]	0%	-1%	20%	/	/	0.8	99
COc1cc(/C=C/C(=O)c2ccc(F)cc2)cc(OC)c1OC	3.5%	-0.4%	0.0%	8%	-13%	-6%	2%	1%	0.8	37
O=C(CSc1n[nH]c(-c2ccco2)n1)Nc1ccc(Br)cc1	12%	-0.5%	1.8%	6%	-6%	6%	8%	0%	-0.5	77
COc1ccc(CN(C)C(=O)Cc2ccc(OC)c(S(=O)(=O)N3CCOCC3)c2)cc1OC	0.6%	/	0.6%[50 µM]	10%	-3%	/	/	/	0.4	46
Cn1c(CC(=O)Nc2ccc(F)cc2)nnc1SCC(=O)NC1CCCCC1	2.0%	-0.1%	0.2%	6%	-7%	11%	31%	1%	-0.4	49

Continuation.
canonical_smiles	RSV CPE inhibition	West Nile virus CPE	UTI89 phage lysis	MgcRacGAP inhibition	NS5 inhibitors	SV40 large T antigen	AID2073	Siah-1 displacement	NTR1 ag	NTR1 ag cell count 20 µM
COc1cc(SC)ccc1C(=O)NC1CCCc2ccccc21 (stereo not drawn)	-1.6%	-0.4%	0.5%	3%	-3%	0%	10%	-1%	1.6	35
CC(=O)Nc1ccc(S(=O)(=O)N2CCCC(C(=O)N3CCN(c4ccccc4)CC3)C2)cc1 (stereo not drawn)	10%	0.0%	0.0%	5%	1%	5%	-2%	4%	0.1	72
CC(C)N1C(=O)C2C(C(=O)NCc3ccccc3)C3C=CC2(O3)C1C(=O)NC(C)(C)C (stereo not drawn)	0.8%	-0.1%	0.3%	3%	-5%	1%	2%	1%	-1.2	78
CCOC(=O)c1c(SC)[nH]c2c(Cl)cccc2c1=O	/	-0.1%	0.4%	10%	2%	11%	30%	12%	1.7	43
FC(F)(F)c1ccccc1NC(=S)N/N=C1\CC2CC=CC12 (stereo not drawn)	/	-0.9%	0.7%	0%	-4%	6%	-4%	-3%	/	/
COc1ccc(Cn2nnnc2C(c2ccccc2)N2CCN(C3CCCC3)CC2)cc1 (stereo not drawn)	/	-0.2%	0.2%	8%	-8%	11%	2%	-2%	/	/
O=C(Nc1ccc(S(=O)(=O)Nc2nccs2)cc1)c1nn(-c2ccccc2)ccc1=O	-0.9%	0.2%	0.0%	14%	2%	22%	35%	30%	1.6	57
Cc1cccc2c1-c1sc(C(=O)Nc3ccccc3N3CCN(C)CC3)cc1CO2	-3.8%	0.2%	-0.6%	7%	-8%	9%	-2%	8%	12	68

The list continues:
canonical_smiles	RSV CPE inhibition	West Nile virus CPE	UTI89 phage lysis	MgcRacGAP inhibition	NS5 inhibitors	SV40 large T antigen	AID2073	Siah-1 displacement	NTR1 ag	NTR1 ag cell count 20 µM
Cc1nnc2sc(-c3ccc(NC(=O)CSc4ccc(Cl)cc4)cc3)nn12	1.1%	0.4%	-0.9%	0%	-1%	4%	37%	25%	3.3	76
Cc1ccc(NC2CCCN(C(=O)c3ccccc3N3CCOCC3)C2)cc1C (stereo not drawn)	4.1%	-0.4%	0.8%	0%	-3%	18%	-19%	13%	0.2	70
c1ccc(Cn2cc(-c3cccnc3)cn2)cc1	0.1%	/	2.0%	10%	-2%	/	/	/	-0.1	56
CC(C)C(NS(=O)(=O)c1cccc(C(F)(F)F)c1)C(=O)O (stereo not drawn)	-0.1%	0.5%	-0.1%	-6%	-8%	10%	16%	6%	-1.4	57
C/C(Cl)=C/Cn1c(NCCCn2ccnc2)nc2c1c(=O)[nH]c(=O)n2C	1.6%	1.0%	-2.4%	10%	-1%	5%	7%	-1%	-1.3	44
COc1ccc(N(CC(=O)NCCSC2CCCCC2)S(C)(=O)=O)c(OC)c1	-2.2%	-0.2%	2.6%	5%	0%	12%	-12%	-5%	-0.2	81
COc1ccc(C2CC(c3cccs3)=NN2C(=O)CSc2nc(=O)n3cc(C)ccc3n2)cc1 (stereo not drawn)	4.0%	/	0.6%[50 µM]	2%	-6%	11%	/	/	1.4	67
CCOCCCN(C(=O)Cn1nnc2ccccc21)C(C(=O)NCc1ccco1)c1ccncc1 (stereo not drawn)	/	0.1%	0.6%	1%	12%	10%	0%	2%	/	/

Continued:
canonical_smiles	RSV CPE inhibition	West Nile virus CPE	UTI89 phage lysis	MgcRacGAP inhibition	NS5 inhibitors	SV40 large T antigen	AID2073	Siah-1 displacement	NTR1 ag	NTR1 ag cell count 20 µM
CC(=O)NS(=O)(=O)c1ccc(NC(=O)CN2C(=O)C3C4C=CC(C4)C3C2=O)cc1 (stereo not drawn)	1.5%	0.2%	6.9%	7%	-5%	9%	-3%	-6%	-0.9	61
Cn1c(=O)c2c(Nc3ccc(F)cc3)cc(=O)n(-c3ccccc3)c2n(C)c1=O	1.1%	-0.5%	/	/	/	8%	4%	-6%	-0.6	55
COc1ccc(S(=O)(=O)NC(C)(C)C)cc1-c1nnc2c3ccccc3c(C)nn12	9µM*	0.4%	-0.1%	7%	1%	-1%	16%	1%	2.7	50
CN(Cc1cccs1)C(=O)Cc1csc(-c2ccccc2)n1	14%	-0.7%	0.2%	-8%	-13%	16%	3%	2%	2.2	29
Cc1ccc2c(c1)nnn2C1CCN(CC(=O)NCCc2nc3ccccc3[nH]2)CC1	-0.3%	-0.7%	1.3%	-2%	0%	-3%	6%	0%	0.2	35
